Bioassay records: PubChem BioAssay, several laboratories
NPY Y2 blocker – NPY-Y2 (human) receptor antagonism; AID 793; inhibition, % at 2.7 µM; 140,000 compounds, 0.99% hits; NPY-Y2 expressing cells, antagonist mode; in the data active = inhibition above about 17%;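 note: 0% = vehicle with agonist challenge and 100% = reference antagonist with challenge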
Target sequence (P49146 whole entry, looked up): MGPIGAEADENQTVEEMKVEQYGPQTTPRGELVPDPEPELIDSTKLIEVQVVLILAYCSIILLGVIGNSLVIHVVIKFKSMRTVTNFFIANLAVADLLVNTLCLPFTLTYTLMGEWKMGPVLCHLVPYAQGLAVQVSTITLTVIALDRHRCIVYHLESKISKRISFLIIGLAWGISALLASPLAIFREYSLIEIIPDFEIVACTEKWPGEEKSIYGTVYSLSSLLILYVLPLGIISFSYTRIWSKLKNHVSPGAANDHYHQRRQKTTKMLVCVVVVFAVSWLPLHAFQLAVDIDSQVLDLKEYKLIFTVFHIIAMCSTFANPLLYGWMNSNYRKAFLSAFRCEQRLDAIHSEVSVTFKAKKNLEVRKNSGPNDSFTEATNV
Measles CPE – protection of cells from measles virus | 140,000 compounds, 1.5% hits | Measles virus-infected cells, CPE protection, absorbance | protection (pct of control), % at 4 µM | AID 841; in the data active = protection mostly above about 24%, no sharp cut-off; inactive = mostly below about 26%; note: some compounds called inactive have numbers as strong as hits
GALR2 antag – blocks the human galanin receptor 2; inhibition, % at 4 µM; GALR2-expressing cells, antagonist mode; 140,000 compounds, 0.39% hits; in the data active = inhibition above about 27%;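 note: cells stimulated with galanin 1-16 at roughly its EC80; 0% = agonist challenge control and 100% = basal control without agonist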
Target sequence (O43603 whole entry, looked up): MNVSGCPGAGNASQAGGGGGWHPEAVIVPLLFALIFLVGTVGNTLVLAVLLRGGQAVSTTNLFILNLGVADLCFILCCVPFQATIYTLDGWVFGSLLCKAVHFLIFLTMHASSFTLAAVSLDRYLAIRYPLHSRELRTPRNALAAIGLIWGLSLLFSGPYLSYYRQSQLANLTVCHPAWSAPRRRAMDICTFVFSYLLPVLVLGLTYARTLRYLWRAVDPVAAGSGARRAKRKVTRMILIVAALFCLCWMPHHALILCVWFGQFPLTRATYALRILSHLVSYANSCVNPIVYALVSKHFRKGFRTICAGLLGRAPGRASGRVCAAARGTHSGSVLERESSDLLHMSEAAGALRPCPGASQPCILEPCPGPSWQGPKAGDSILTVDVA
MRP1 act – activates MRP-1; H69AR cells + doxorubicin, viability rescue, CellTiter-Glo; viability increase, % at 10 µM; 140,000 compounds, 0.61% hits; AID 799;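 active = viability gain under doxorubicin at or above a set limit, the compound median plus 3 SD, cut at about 4.7% in these data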;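 note: MRP-1 overexpressing cells given doxorubicin 25 µM after compound pretreatment; 18-22 h compound pretreatment then 72 h with doxorubicin before readout; 0% = doxorubicin-only wells and 100% = vehicle-treated cells without doxorubicin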
HCT116 bCat-KO – beta-catenin-lacking colon tumor cell growth suppression. HCT116 beta-catenin knockout viability, CellTiter-Glo, 60 h; hits give low values. viability, % at 10 µM. 140,000 compounds, 1.5% hits. AID 818;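 active = viability at or under a set limit, the compound median less 4 SD, cut at about 6% in these data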;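 note: 0% = Hyamine 1622 control at 20 µM and 100% = untreated cell control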
Phagocytosis inh – inhibitors of macrophage phagocytosis; AID 1029; inhibition, % at 5 µM; 110,000 compounds, 0.07% hits; J774A.1 macrophage IgG-bead phagocytosis, imaging;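 active = inhibition above the mean of the plate negative controls plus 5 SD, cut at about 13% in these data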;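 note: phagocytic index as fraction of beads internalized from green versus red external bead signal; plate controls were DMSO negative control for no effect and cytochalasin-D positive control for full effect; some results beyond the cut were filed as inactive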
E-sel TNF inh – TNF alpha driven E-selectin expression inhibition; HUVEC TNFa-induced E-selectin immunofluorescence, high content; 120,000 compounds, 0.71% hits; inhibition, % at 2 µM;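 active = inhibition above the batch mean plus 3 SD, and confirmed as a hit on visual image review, cut at about 43% in these data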;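 note: 0% = TNF-stimulated DMSO wells and 100% = unstimulated control wells; not every result past the cut was called active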
PTEN del growth – growth suppressors of cells with PTEN tumor suppressor deletion | HCT116 PTEN-null viability, CellTiter-Glo, 60 h; hits give low values | viability, % at 10 µM | 140,000 compounds, 1.2% hits | AID 827;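 active = viability at or below a set limit, 4 SD under the median of all tested compounds, cut at about 3.7% in these data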;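 note: PTEN knockout HCT116 line with beta catenin targeted HCT116 as companion control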
Yeast life ext – yeast lifespan extension | S. cerevisiae growth with nicotinamide, OD615; deaD strain in restrictive glucose medium | inhibition of the nicotinamide effect, % at 10 µM | 130,000 compounds, 0.68% hits | AID 775;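 active = inhibition above a set limit, placed 3 SD over the median of all compounds, cut at about 26% in these data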;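 note: 0% = nicotinamide-treated wells and 100% = cells grown without nicotinamide; some compounds called inactive have numbers as strong as hits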
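Test system – modified budding yeast, DeaD strain · Compound – single dose 10 µM compound, 0.25% DMSO · Times – culture preincubation 4 h, compound exposure 48 h, both 30 °C · Detection – optical density (absorbance) at 615 nm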
Yeast growth inh – reduces growth of yeast BB579 in restrictive medium | S. cerevisiae BB579 growth, OD615, 48 h | inhibition, % at 10 µM | 140,000 compounds, 0.51% hits | AID 804;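 active = inhibition above a set limit, 3 SD over the mean compound inhibition, cut at about 44% in these data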; note: inactives centre near -24
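Material: Saccharomyces cerevisiae DeaD strain BB579, replicative lifespan model yeast; buffer or medium: CSMM-D restrictive synthetic medium containing dextrose (glucose); compound: 10 µM single dose, DMSO 0.25%; timing: 48 h compound exposure at 30 °C after 4 h preincubation; signal: turbidity as optical density at 615 nm; benchmarks: positive control amphotericin B 10 µg/mL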
Active calls of the source: *; · = no result given. Random draw from the library (roughly 6.3% active in at least one column).

The opening 2 records as a preview:
SMILES	NPY Y2 blocker	Measles CPE	GALR2 antag	MRP1 act	HCT116 bCat-KO	Phagocytosis inh	E-sel TNF inh	PTEN del growth	Yeast life ext	Yeast growth inh
O=C(Nc1nc2ccccc2s1)c1ccc(OCC2CCCO2)cc1 (centres undefined)	2.6	1.1	-3.7	-2.4	21.5	-4.4	·	23.6	-6.6	0.5
COc1ccc(/C=N/n2c(-c3cccs3)n[nH]c2=S)cc1	1.4	22.2	-5.1	-2.6	94.6	·	6.8	82.6	-13.5	-39.2

This part in full, repeating the preview:
SMILES	NPY Y2 blocker	Measles CPE	GALR2 antag	MRP1 act	HCT116 bCat-KO	Phagocytosis inh	E-sel TNF inh	PTEN del growth	Yeast life ext	Yeast growth inh
O=C(Nc1nc2ccccc2s1)c1ccc(OCC2CCCO2)cc1 (centres undefined)	2.6	1.1	-3.7	-2.4	21.5	-4.4	·	23.6	-6.6	0.5
COc1ccc(/C=N/n2c(-c3cccs3)n[nH]c2=S)cc1	1.4	22.2	-5.1	-2.6	94.6	·	6.8	82.6	-13.5	-39.2
CC1(C)Cc2[nH]c(=O)c(C#N)cc2CS1	-1.0	17.2	-9.4	-2.6	86.0	-0.8	·	87.8	-4.5	-37.2
CCOC(=O)c1c(NC(=O)COC(=O)CNC(=O)c2ccco2)sc(C)c1C	3.6	5.0	-12.3	-3.6	68.1	-6.0	-8.8	65.9	-4.1	-10.4
COc1ccc(NC(=O)CSc2nnc(-c3ccccn3)n2N)c(OC)c1	-1.6	17.0	10.7	0.5	108.5	-0.1	·	113.2	-6.5	-33.2
O=C1CN(C(=O)CSc2nc3ccccc3c(=O)n2Cc2ccc(F)cc2)c2ccccc2N1	5.1	5.1	2.9	-5.4	65.7	-5.8	-17.4	54.3	0.7	-32.6
COCCCNC(=O)C1CCN(S(=O)(=O)N(CC(C)C)CC(C)C)CC1	-2.2	9.8	4.7	-1.2	88.8	·	7.5	101.1	-8.1	-38.4
CCCC(=O)Nc1ccc(OCC(O)CNC(C)C)c(C(C)=O)c1 (centres undefined)	1.0	16.9	9.9	-0.8	106.2	·	·	109.4	0.3	15.7
NC1=NC(=O)/C(=C/c2cn(Cc3ccccc3)c3ccccc23)S1	2.3	16.4	3.4	-0.6	85.2	-1.6	-47.0	68.8	0.0	-16.8
CCCC(C(=O)NC1CCCC1)N(Cc1ccc2c(c1)OCO2)C(=O)c1snc(C(N)=O)c1N (centres undefined)	3.2	4.5	-15.3	-1.0	70.8	-0.2	2.8	72.6	-8.1	-54.5
COC(=O)CNC(=O)c1ccc(=O)oc1	0.2	0.8	2.8	-1.5	93.3	0.7	·	92.6	-9.4	-34.6
CSc1nc(-c2ccc(C)cc2)[nH]c1S(=O)(=O)c1ccccc1	0.7	26.5	5.0	0.0	70.9	·	10.4	62.4	-7.3	0.9
Cc1ccc(S(=O)(=O)NCCOc2nc(N3CCOCC3)nc(N3CCOCC3)n2)cc1	2.6	62.7*	9.1	-2.0	101.1	-2.7	13.8	94.7	-14.6	-10.8
Clc1ccc(Nc2ncn[nH]2)cc1	-0.2	11.6	2.9	0.4	98.1	·	43.8	90.0	-8.1	-22.4
COc1ccc(NC(=O)CC2C(=O)N(c3cccc(OC)c3)C(=O)N2CCC(C)C)cc1 (centres undefined)	3.5	1.3	-6.5	-0.3	91.1	-0.3	12.8	88.6	-2.0	-68.6
O=C(c1ccccc1/S(=N/S(=O)(=O)c1ccccc1)N1CCOCC1)N1CCOCC1 (centres undefined)	-3.2	1.8	-3.2	0.4	105.1	-0.9	-22.6	102.9	-1.0	-70.6
CCOc1cccc(NCc2cc3c(C(C)(C)C)nn(-c4ccccc4)c3[nH]c2=O)c1	1.0	16.7	-57.1	-3.3	84.5	0.4	18.3	91.9	1.4	-26.0
Cc1cc(C(=O)Cn2nnc3ccccc3c2=O)c(C)n1-c1c(C)n(C)n(-c2ccccc2)c1=O	1.9	6.0	-9.4	-2.8	88.2	·	7.8	84.4	-7.5	4.9
CCCC(=O)Nc1ccc(C(=O)N/N=C/c2cccnc2)cc1	6.1	3.6	-9.6	-1.0	91.7	-2.0	12.1	94.3	9.8	-23.1
Cc1ccc(S(=O)(=O)N2CCC(=O)N(C(COCc3ccc(C(F)(F)F)cc3)Cc3ccccc3)CC2)cc1 (centres undefined)	9.9	1.2	-5.1	-3.9	59.6	·	·	58.4	2.4	-31.9
O=C(CN1C(=O)c2ccccc2S1(=O)=O)N1CCN(c2ccccc2)CC1	-1.4	8.8	0.8	-0.8	95.7	2.3	-17.2	88.9	-12.8	-32.8
CC(C)C(=O)N/N=C/c1ccc(OCc2ccccc2)cc1	1.4	4.4	-14.3	-2.0	90.5	·	30.0	91.9	-6.2	-0.8
CCOc1ccc(-c2nnc(SCC(=O)N3CCN(c4ccccc4)CC3)o2)cc1	2.0	1.0	9.7	-1.6	85.5	-0.4	-10.5	94.1	-1.8	12.1
CCC(=O)N1CCc2cc(S(=O)(=O)NC(C(=O)Nc3cccc(C)n3)C(C)C)ccc21 (centres undefined)	6.3	1.9	12.8	-0.4	98.5	-2.2	-28.2	102.3	-4.2	-36.5
CCN(C(=O)COC(=O)CNC(=O)C12CC3CC(CC(C3)C1)C2)C1CCS(=O)(=O)C1 (centres undefined)	0.8	1.6	8.1	-2.0	102.9	-2.8	16.7	107.1	1.8	6.4
Cc1cccc2nc(CSc3nc4ccccc4o3)cn12	3.8	18.9	5.2	-0.5	89.0	0.9	-8.1	86.0	-7.0	-24.8
NC(=O)c1ccccc1NC(=O)c1ccccc1F	1.0	16.2	4.7	-0.4	95.5	-1.5	·	99.8	-15.0	0.8
CN(C)C1C(=O)c2ccccc2C1=O	2.3	5.6	-4.4	-0.4	93.2	-6.3	·	103.7	0.2	-19.7
Cc1cccc(CSC2=CS(=O)(=O)c3ccccc3N2)c1	-0.7	42.4*	-1.4	-2.5	83.8	·	·	85.5	-13.6	-5.5
CCOCCc1nnc(NC(=O)Cc2ccc(Br)cc2)s1	3.5	7.4	-6.5	-1.6	93.4	0.6	8.6	81.8	-17.4	-26.5
CC(C)Oc1ccc(C(=O)N2CCCc3ccccc32)cc1	5.8	2.3	-10.7	-1.8	88.7	1.7	10.2	77.8	-11.9	-20.9
O=C(O)CCCC(=O)N(Cc1ccccc1)Cc1ccccc1	0.0	15.7	6.9	-0.5	95.9	-0.1	-14.3	86.0	5.3	-8.8
C/C(=N\NC(=O)c1cccc(Br)c1)c1cccc(NC(=O)c2ccc(C)o2)c1	6.4	7.8	5.5	-2.5	88.4	-1.7	25.4	86.0	-5.9	-21.5
O=c1[nH]c(=S)[nH]nc1Cc1ccccc1	3.3	10.8	-1.6	0.0	102.2	2.5	·	91.7	-19.9	-18.3
CCN(CC)S(=O)(=O)c1cccc(C(=O)Nc2sc3c(c2C(N)=O)CCCC3)c1	0.9	10.6	5.8	0.4	86.6	·	-4.8	89.8	-2.4	-33.4
O=C(Nc1ccccc1)C1=C(O)CC(c2ccc(Cl)cc2)N2CCN=C12 (centres undefined)	0.3	8.0	-2.0	-0.7	82.3	-4.5	1.0	80.5	-6.1	-7.0
CC1(C)Cc2c(oc3ncn4ncnc4c23)CO1	1.1	4.5	-5.4	-0.7	109.6	-0.8	·	106.6	-21.1	-26.0
COc1ccc(OC)c(C(=O)Cn2nnc3ccccc3c2=O)c1	-1.4	21.0	-7.1	-0.8	100.7	0.0	-33.4	90.7	-6.4	9.5
C=CCOC(=O)C1=C(C)NC2(O)c3ccccc3C(=O)C12O (centres undefined)	1.8	18.6	9.7	-3.9	89.9	-0.5	-35.1	95.5	-1.5	-33.4
Cc1c(C(=O)N2CCc3ccccc3C2)oc2ccc(S(=O)(=O)N3CCCCCC3)cc12	7.0	11.1	3.2	-2.7	39.9	·	·	54.7	3.7	-36.6
CC1(C)CC(=O)N(CC(=O)O)c2ccccc2S1	2.3	14.3	0.3	-2.7	83.0	0.1	19.8	88.3	-3.6	3.4
O=C(c1ccco1)N1CCN(c2nc(C(F)(F)F)nc3c2nnn3Cc2ccccc2)CC1	7.1	5.0	3.8	-1.7	19.6	·	-14.2	20.6	1.5	-20.1
COCCNCc1ccccc1	1.9	10.6	6.2	1.1	93.1	0.7	-23.2	104.7	-2.9	-24.9
COc1ccc(S(=O)(=O)NCc2ccc3c(c2)cc(C)n3C)cc1	5.4	19.9	-0.6	-3.7	104.6	-0.7	·	106.8	-1.8	-17.5
CCNc1nc(SCCOc2ccccc2)nc(N(C)C)n1	5.2	13.8	-3.8	0.5	105.1	-1.5	-31.8	107.5	-5.5	-13.3
COc1ccc(CNc2cc(C)ccc2C)c(OC)c1OC	1.5	3.5	4.1	-3.1	92.4	-0.9	-33.2	78.7	-30.3	-38.3
CCOC(=O)Cn1c(=NC(=O)c2sc3ccccc3c2Cl)sc2cc(S(N)(=O)=O)ccc21	-0.4	2.4	-2.8	-4.3	25.9	-6.7	·	2.8*	3.6	-52.8
CC(=O)N(CCC(c1ccccc1)c1ccco1)Cc1cccs1 (centres undefined)	6.4	9.1	14.6	-3.4	74.8	·	·	77.5	-8.0	-50.9
COc1cc(/C=N/NC(N)=O)c(Br)cc1OCC(=O)Nc1ccccc1C	0.2	3.3	-10.8	-5.7	66.6	·	·	84.9	-14.7	-54.8
O=C1Nc2ccc(Cl)cc2C12Nc1ccccc1-c1nnc(SCc3ccccc3F)nc1O2 (centres undefined)	-0.5	4.2	-2.5	-3.5	78.1	-6.0	-10.9	79.2	1.9	-0.6

Next section.
SMILES	NPY Y2 blocker	Measles CPE	GALR2 antag	MRP1 act	HCT116 bCat-KO	Phagocytosis inh	E-sel TNF inh	PTEN del growth	Yeast life ext	Yeast growth inh
O=c1[nH]c2cc3c(cc2cc1C(c1nnnn1C1CCCCC1)N1CCSCC1)OCCO3 (centres undefined)	-1.0	14.8	3.9	-4.8	82.8	·	16.1	85.1	-1.5	-39.6
CCC(C)NC(=O)C1(C)CCC(=O)N1Cc1ccccc1OC (centres undefined)	-0.7	14.5	-10.6	-1.4	94.6	1.1	-27.2	106.7	-5.7	-38.5
O=C(NCc1ccc2c(c1)OCO2)C(C(=O)c1ccccc1)n1cc(Cl)ccc1=O (centres undefined)	7.2	9.0	-3.8	-1.2	90.8	-7.2	·	96.0	-1.9	-1.8
O=C(c1cccc(N2CCCC2=O)c1)N1CCOCC1	-1.2	14.9	-2.2	0.2	100.0	1.8	6.3	100.5	-7.0	-37.0
COc1ccc(/C=N/NC(=O)c2cccc(OC(F)(F)C(F)F)c2)c(OC)c1OC	0.5	12.1	17.3	0.8	98.1	·	·	103.9	-5.3	-10.6
CC(C)CC(=O)NCCc1ccncc1	4.2	20.2	5.7	-0.5	78.2	0.1	4.8	94.0	2.1	-37.5
Cc1ccc(Nc2nnc(SCC(=O)NC3CCCc4ccccc43)s2)cc1 (centres undefined)	2.6	33.1	3.9	0.2	73.9	-8.7	21.0	67.2	-1.3	-42.1
Cc1ccc(NC(=O)c2ccc(OC(=O)c3cc4ccccc4o3)cc2)cc1	4.7	18.2	-22.5	-1.2	89.4	1.3	-6.7	75.0	-7.5	-39.4
